CCT chaperon mod – cytosolic chaperonin activity modulation; purified chaperonin ATPase assay, HTRF ADP detection, 30 min; activity change, % (test concentration not listed), hits read low; 360,000 tested, 0.3% active; AID 651819; in the data active means activity change below about -30%; further: on the % scale 0 is the no-effect control and ±100 the full control effect
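Nucleotide hydrolysis assay: TRiC at 20–40 nM final (set by batch activity) with 10 uM ATP, 30 min at 37 °C, in presence of 76 uM compound. Detection by competitive ADP HTRF, 30 min ambient.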
Mm-Cpn inhibitor – blocks the Methanococcus maripaludis chaperonin Mm-Cpn. purified Mm-Cpn ATPase, ADP Transcreener TR-FRET. Potency, µM (series often up to 76.9 µM), inactives show top-dose activity, negative = inhibition, most hits filed as inhibitors. 330,000 tested, 0.031% active; further: potency means the concentration at half of the fitted maximal effect; on the % scale 0 is the no-effect control and ±100 the full control effect; nearly all actives have a fitted effect of over 80% in size
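ATPase read-out: TR-FRET ADP immunoassay (anti-ADP Eu cryptate vs ADP-d2), ex 320 nm, em 590/665 nm; signal drops as ADP forms. Enzyme 25 nM, ATP 10 uM, 30 min at 37°C after 10 min compound preincubation.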
Akt phos inh – Akt phosphorylation inhibition; Neuro2A IGF-stimulated pAkt S473 HTRF, 20 min; hits give low values; activity change, % for hits at 50 µM; 360,000 tested, 0.32% active; AID 651550; in the data active means activity change below about -80%; inconclusive means mostly about -51% to -80%; further: on the % scale 0 is the no-effect control and ±100 the full control effect
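Single-point screen (50 µM final compound) in Neuro2A cells stimulated 20 min with 6 nM IGF at 37 deg C. After lysis, Ser473-phosphorylated Akt read by HTRF (ex 330 nm, em 615/665 nm) as the 665/615 ratio.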
Nrf2 activator – Nrf2 pathway activation; AREc32 ARE-luciferase reporter (MCF7-derived line), luminescence, 24 h; Potency, µM (titrated, usually from 46.1 µM), for inactives: at the top dose activation, usual class: activators; 410,000 tested, 0.31% active; further: potency means the concentration at half of the fitted maximal effect; % of control where 0% means no effect; nearly all actives have a fitted effect of over 65% in size
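AREc32 cells carrying an ARE-driven firefly luciferase reporter were seeded at 1000 cells/well in OPTI-MEM with 5% FBS, then exposed to compound for 24 hr at 37 deg C. Luminescence was read with Steady-Glo after 30 min at RT.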
A549 tox – counter-screen for Nrf2 inhibitors: cytotoxicity in A549 cells | AID 504648 | Potency, µM (titrated, usually from 46 µM), for the others: at the highest dose activity change, negative = cytotoxicity, hits mostly inhibitors | 390,000 tested, 0.16% active | A549 ARE-Fluc cells, CellTiter-Fluor viability, 18-24 h; further: potency means the concentration at half of the fitted maximal effect; on the % scale 0 is the no-effect control and ±100 the full control effect
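A549 ARE_Fluc cells in 5% FBS OPTI-MEM were exposed to compounds in concentration-response for 18-24 h at 37 deg C. Viability was read by CellTiter-Fluor fluorescence (Ex 405/Em 525) after 30 min, before the luciferase read.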
TGFb inhibitor – inhibitors of TGF-b signaling; HepG2 CAGA-GFP TGF-b/SMAD3 reporter, GFP fluorescence, 18 h; TGF-beta stimulated, 500 pg/mL final; Potency, µM (doses to about 46.1 µM), for inactives: at the highest dose activity, negative = inhibition, actives largely listed as inhibitors; 410,000 tested, 1.2% active; AID 588855; further: potency means the concentration at half of the fitted maximal effect; on the % scale 0 is the no-effect control and ±100 the full control effect; nearly all actives have a fitted effect of over 65% in size
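Smad-responsive CAGA-GFP expression was quantified in HEPG2 cells exposed to compounds and 500 pg/mL final TGF-beta for 18 h at 37 degrees C; unstimulated wells defined full inhibition.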
EPAC2 agonist – activates human EPAC2 exchange factor; Q8WZA2; EPAC2 activation, biochemical qHTS; response scale: 100% = 6.5 mM cAMP response; Potency, µM (titrated, usually from 154 µM), inactives show at the highest dose activation, hits mostly activators; 360,000 tested, 0.079% active; AID 720711; further: potency means the concentration at half of the fitted maximal effect; nearly all actives have a fitted effect of over 50% in size
Target sequence (Q8WZA2 whole entry, looked up): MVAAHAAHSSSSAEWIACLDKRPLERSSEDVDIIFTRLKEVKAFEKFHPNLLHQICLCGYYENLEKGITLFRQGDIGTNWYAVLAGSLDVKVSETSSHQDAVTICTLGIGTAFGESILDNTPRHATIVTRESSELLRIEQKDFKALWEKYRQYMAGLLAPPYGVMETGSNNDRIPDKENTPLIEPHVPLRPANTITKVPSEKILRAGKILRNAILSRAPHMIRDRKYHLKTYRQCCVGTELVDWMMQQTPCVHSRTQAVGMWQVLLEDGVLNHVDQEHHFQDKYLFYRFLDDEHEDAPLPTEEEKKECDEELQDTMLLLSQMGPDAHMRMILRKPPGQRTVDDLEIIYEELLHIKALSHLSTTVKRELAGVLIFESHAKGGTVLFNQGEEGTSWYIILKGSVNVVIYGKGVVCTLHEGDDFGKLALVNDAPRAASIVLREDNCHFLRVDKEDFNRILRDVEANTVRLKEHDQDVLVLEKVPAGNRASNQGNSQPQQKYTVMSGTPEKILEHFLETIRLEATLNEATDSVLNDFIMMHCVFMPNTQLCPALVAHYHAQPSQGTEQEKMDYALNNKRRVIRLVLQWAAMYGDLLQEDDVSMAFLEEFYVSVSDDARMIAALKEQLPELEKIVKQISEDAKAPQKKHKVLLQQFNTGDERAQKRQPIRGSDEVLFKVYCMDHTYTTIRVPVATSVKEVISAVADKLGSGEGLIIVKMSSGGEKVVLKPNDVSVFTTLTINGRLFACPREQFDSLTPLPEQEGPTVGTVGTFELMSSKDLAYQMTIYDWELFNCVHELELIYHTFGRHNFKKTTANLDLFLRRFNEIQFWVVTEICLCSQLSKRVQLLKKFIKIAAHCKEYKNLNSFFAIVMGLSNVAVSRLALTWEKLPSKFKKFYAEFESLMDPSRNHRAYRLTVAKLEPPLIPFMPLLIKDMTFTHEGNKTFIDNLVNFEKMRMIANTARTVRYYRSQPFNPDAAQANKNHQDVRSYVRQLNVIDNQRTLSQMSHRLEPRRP
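EPAC2 (100 nM) mixed with Rap1B loaded with BODIPY-GDP (250 nM) plus 50 uM unlabeled GDP; compounds pinned in, 5 min RT, then read every 5 min for 30 min (ex 480, em 540 nm). Normalized to cAMP control.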
Nrf2 inh – Nrf2 pathway inhibition; 360,000 tested, 2.1% active; A549 ARE-Fluc reporter, luciferase luminescence, 18-24 h; AID 504444; Potency, µM (highest dose often 46 µM), without a hit: at the highest dose activity change, negative = inhibition, most hits filed as inhibitors; further: potency means the concentration at half of the fitted maximal effect; on the % scale 0 is the no-effect control and ±100 the full control effect; nearly all actives have a fitted effect of over 60% in size
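Two sequential reads on A549 ARE_Fluc cells exposed to compound for 18-24 h: a CellTiter-Fluor fluorescence read for viability, then a luciferase luminescence read for Nrf2/ARE activity.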
EPAC2 antag – blocks human EPAC2 exchange factor; Q8WZA2; Potency, µM (titrated, usually from 114 µM), without a hit: top-dose activity, negative = inhibition, usual class: inhibitors; AID 720708; 360,000 tested, 0.18% active; EPAC2 GEF exchange of Rap1B-BODIPY-GDP, fluorescence; further: potency means the concentration at half of the fitted maximal effect; on the % scale 0 is the no-effect control and ±100 the full control effect; nearly all actives have a fitted effect of over 45% in size; many of its hits are not listed in these tables
* = called active by the depositor; i = inactive; ? = inconclusive; nt = not tested or not shown; & = joins results of further samples. Unless noted, the call rests on the fitted dose curve; in most records, active means well fitted curve in the direction sought with a large enough effect; inconclusive means small, poorly fitted or top-dose-only effect, or another doubt; inactive means no such curve, though single readings can be large; an effect the other way counts as inactive or inconclusive. Only part of the results is shown; the hit share may differ from the screen's.

Structure | A549 tox | Akt phos inh | EPAC2 antag | EPAC2 agonist | CCT chaperon mod | Nrf2 inh | Mm-Cpn inhibitor | Nrf2 activator | TGFb inhibitor
O=C(O)Cn1c(CC(=O)N2CCCC2)nc2ccccc21 | 12% | i | 4% | 8% | -0.8 | 4% | -1% | -0.2% | -1%
COc1ccc(CCNC(=O)C2CCCN(c3nn4c(=O)cc(C)nc4s3)C2)cc1OC (stereo not drawn) | -17% | i | 1% | 8% | -1.9 | -10% | -3% | 0.4% | 12%
CN(C)c1ccc(/C=N/NC(=S)NCc2ccccc2)cc1 | 4% | i | -6% | 8% | 0.3 | 0% | -5% | 3.7% | 0%
CCN(CC(=O)NCCc1ccc(Cl)cc1)Cc1nc2ccccc2c(=O)[nH]1 | 2% | i | 5% | 13% | -7.0 | 4% | -1% | -0.7% | ?
C=CCn1c(SCC#N)nnc1-c1ccc2ncccc2c1 | -2% | i | 5% | 4% | 0.2 | 7% | 2% | -1.0% | 26%
CCCCN1C(=O)C(CC(=O)NC2CCCCC2)CC(C(=O)N(CC)CC)=C1C (stereo not drawn) | nt | i | 0% | 7% | -1.6 | nt | nt | -0.2% | -4%
COc1ccccc1-n1c(SCC(=O)NC(C)(C)C)nc(O)c(Cc2ccccc2)c1=O | -3% | i | -5% | 3% | -2.1 | 9% | -1% | 2.8% | 7%
COc1ccc(-c2nc(C#N)c(N3CCc4ccccc4C3)o2)cc1OC | -5% | i | -8% | 19% | -3.9 | 21µM* | -6% | 2.5% | 8%
CCc1nc2ccc(C(=O)N(CC)CCN(C)C)cn2c1N(CC)CCOC | nt | i | 7% | 2% | 0.7 | nt | nt | -1.3% | -5%
CCC(=O)NCC(=O)OCC(=O)c1ccccc1 | 10% | i | 4% | 4% | -2.2 | 0% | 1% | -0.2% | -9%
O=C1O[C@@H](c2ccc(O)cc2)Cc2cccc(O)c21 | -2% | i | -8% | 10% | 1.1 | 1% | 1% | 0.2% | -1%
CN(C)S(=O)(=O)c1ccc(NC(=O)CN2CCN(C(c3ccccc3)c3ccccc3)CC2)cc1 | nt | i | -1% | 1% | -0.1 | 1% | 0% | -0.8% | -5%
CCc1c(O)nc(SCC(=O)NCc2ccco2)[nH]c1=O | 10% | i | 0% | 2% | 0.0 | -13% | -2% | 0.4% | 3%
COC(=O)C1=C(COc2ccc(C=O)cc2OC)NC(=O)NC1c1cc(C)ccc1C (stereo not drawn) | -1% | i | 5% | 8% | -0.4 | 7% | -2% | -0.7% | -1%
CCOc1ccc(Nc2oc(-c3ccccc3Cl)nc2C#N)cc1 | 1% | i | -11% | 8% | -0.6 | 10% | 0% | 2.1% | 16%
Cc1nnc(N/N=C/c2cccc(OCc3ccc(Cl)c(Cl)c3)c2)n1N | ? | i | -12% | 20% | -1.4 | -17% | -2% | -2.5% | 22µM*
CCOC(=O)c1c(N)sc2c(OCC)c(Br)ccc12 | 1% | i | -10% | 17% | -0.2 | -6% | 2% | 0.4% | ?
COc1ccc(CNC(=O)CN(Cc2ccc(Cl)cc2)S(C)(=O)=O)cc1 | 11% | i | 0% | -3% | -2.1 | 11% | 2% | 0.1% | -19%
OC(CNc1ccccc1)Cn1ccc2ccccc21 (stereo not drawn) | -1% | i | -1% | 10% | 1.4 | 1% | -1% | 0.4% | -10%
COCCNc1nc2c(c(=O)[nH]c(=O)n2C)n1CCCc1ccccc1 | -5% | i | 16% | 1% | 2.1 | -11% | 1% | -0.8% | -20%
CCO[C@H]1OC(C(=O)N2CCOCC2)=C[C@@H](c2ccc(Br)cc2)[C@@H]1CCCO | -6% | i | 8% | 3% | -2.2 | 4% | nt | -1.2% | -2%
Cc1ccsc1/C=C(\C(=O)c1ccc(OC(C)C)cc1)c1nc2ccccc2o1 | -18% | i | -11% | 13% | -2.0 | 11% | 1% | -0.4% | -10%
CC(C)(C)OC(=O)C[C@H]1C/C=C\C[C@@H](CC(=O)N[C@@H](CO)Cc2ccccc2)C(=O)NCCOC1=O | 1% | i | 1% | 3% | 0.2 | 0% | 0% | -0.5% | -7%
Cc1cc(O)c(C(C)C)cc1C1(c2cc(C(C)C)c(O)cc2C)OC(=O)c2ccccc21 | ? | i | -16% | -3% | -1.4 | ? | -2% | -2.7% | 13µM*
O=S1(=O)C[C@@H](N2CCN(CCO)CC2)[C@H](COCc2ccccc2)N1 | nt | i | -11% | 3% | 1.3 | nt | nt | -0.6% | 0%
O=C(/C=C/c1c(Cl)cccc1Cl)NCCc1ccccc1 | -9% | i | 5% | -15% | -4.0 | 6% | 1% | -0.1% | -1%
O=c1c([N+](=O)[O-])c(O)c2cccc3c2n1CCC3 | -13% | i | 5% | 3% | 1.8 | -3% | -3% | 0.5% | 0%
CCC(=O)C1CCCN(C(=O)c2ccc(OC3CCN(C(=O)c4cccnc4)CC3)cc2)C1 (stereo not drawn) | 0% | i | 5% | -4% | -2.6 | -2% | 0% | -0.5% | 10%
COc1ccc(NCc2cc3cc4c(cc3n(CC(=O)Nc3cc(C)cc(C)c3)c2=O)OCO4)cc1 | -3% | nt | nt | nt | nt | 18% | nt | -1.1% | 13%
COc1ccc(C(CNC(=O)c2ccc(-c3ccccc3)cc2)N(C)C)cc1OC (stereo not drawn) | 3% | i | 16% | 5% | 0.7 | -4% | -4% | 4.4% | -2%

3 of the compounds above, with each value named:
Molecule: Cc1nnc(N/N=C/c2cccc(OCc3ccc(Cl)c(Cl)c3)c2)n1N
  A549 tox: ?
  Akt phos inh: i
  EPAC2 antag: -12%
  EPAC2 agonist: 20%
  CCT chaperon mod: -1.4
  Nrf2 inh: -17%
  Mm-Cpn inhibitor: -2%
  Nrf2 activator: -2.5%
  TGFb inhibitor: 22µM*

Molecule: CCOC(=O)c1c(N)sc2c(OCC)c(Br)ccc12
  A549 tox: 1%
  Akt phos inh: i
  EPAC2 antag: -10%
  EPAC2 agonist: 17%
  CCT chaperon mod: -0.2
  Nrf2 inh: -6%
  Mm-Cpn inhibitor: 2%
  Nrf2 activator: 0.4%
  TGFb inhibitor: ?

Molecule: COc1ccc(CNC(=O)CN(Cc2ccc(Cl)cc2)S(C)(=O)=O)cc1
  A549 tox: 11%
  Akt phos inh: i
  EPAC2 antag: 0%
  EPAC2 agonist: -3%
  CCT chaperon mod: -2.1
  Nrf2 inh: 11%
  Mm-Cpn inhibitor: 2%
  Nrf2 activator: 0.1%
  TGFb inhibitor: -19%

(list continues)
Structure | A549 tox | Akt phos inh | EPAC2 antag | EPAC2 agonist | CCT chaperon mod | Nrf2 inh | Mm-Cpn inhibitor | Nrf2 activator | TGFb inhibitor
CC(=O)n1nc(-c2ccc(C)cc2)nc1NCc1ccc(F)cc1 | 5% | i | -7% | 16% | -0.4 | 16% | -3% | 2.2% | -5%
CCN(CC)CCNC(=O)c1cc2ccccc2nc1Cl | -13% | i | -12% | 13% | 1.2 | -1% | 0% | -1.1% | -4%
COc1c(Cl)cc(C(=O)NCc2ccco2)cc1Cl | 24% | i | -15% | 14% | -1.5 | 11% | 0% | ? | 1%
CCOC(=O)c1cccc(NC(=O)c2ccccc2C)c1 | 9% | i | -10% | 3% | 0.0 | 4% | 0% | 0.2% | 0%
CCOc1ccc(CNCCSc2nnnn2C)cc1OC | -6% | nt | nt | nt | nt | 2% | nt | 0.3% | 0%
Cc1nc(SCC(=O)Nc2ccc3c(c2)OCCO3)nc(C)c1C | 5% | i | 17% | 8% | -0.9 | -3% | -5% | 3.3% | -14%
CCCCN1C[C@H](O)[C@@H](O)[C@H](O)[C@H]1CO | -2% | i | -5% | 7% | 3.1 | -9% | -2% | 0.2% | -24%
COc1ccc(CC(=O)Nc2cc(S(=O)(=O)N3CCCCC3)ccc2C)cc1 | 7% | i | 7% | -2% | 0.6 | 3% | -4% | 0.2% | 3%
Cc1cc(C)cc(N2C(=O)N(c3ccccc3C)C3CS(=O)(=O)CC32)c1 (stereo not drawn) | 3% | i | 7% | 6% | 1.5 | 6% | -1% | 0.4% | -16%
CC(OC(=O)CNC(=O)C12CC3CC(CC(C3)C1)C2)C(=O)Nc1ncc(Cl)cc1Cl (stereo not drawn) | 3% | i | 1% | -1% | -4.7 | 10% | 1% | -0.2% | -6%
Cc1ccc(-n2c(O)c(C=NC3CCS(=O)(=O)C3)c3ccccc3c2=O)c(C)c1 (stereo not drawn) | -10% | i | 15% | 0% | 0.3 | -11% | 0% | 0.1% | -8%
COc1ccc(C(=O)OCC(=O)Nc2cccc(C(C)=O)c2)cc1OC | 0% | i | -6% | 5% | 0.2 | 0% | 3% | -0.5% | 13%
COc1ccc(Nc2nc(-c3ccccc3)cs2)cc1 | -4% | i | 0% | 5% | -0.5 | nt | 0% | 13% | -6%
CCC(c1nnnn1-c1ccc2c(c1)OCCO2)N1CCN(c2ncccc2C(F)(F)F)CC1 (stereo not drawn) | nt | i | -12%&-2% | 5%&4% | 0.0&-1.2 | nt | nt | 4.7%&3.9% | nt
COc1ccc(C(=O)O)cc1NC(=S)NC(=O)/C=C/c1ccc(C(C)C)cc1 | 6% | i | -13% | 7% | -0.2 | 21% | 0% | ? | -5%
CN(C)S(=O)(=O)N1CCC(Oc2cccc(C(=O)N3CCCCCC3)c2)CC1 | -8% | i | 7% | -7% | -3.0 | ? | 0% | 0.2% | ?
Cc1cc(C)nc(NS(=O)(=O)c2ccc(N/C=C\C(=O)c3ccc(Cl)cc3)cc2)n1 | -24% | i | 13% | 5% | -4.5 | ? | -2% | -0.3% | 0%

Screening data: PubChem, National Center for Advancing Translational Sciences (NCATS)
